# V-ATPase pH: regulators of yeast V-ATPase proton pumping, primary screen, pHLuorin cytosolic pH fluorescence; S. cerevisiae; response, % at 10 µM; 0.37% of 350,000 active; in the data active means response mostly above about 7.3%, no sharp cut-off; inactive means mostly below about 5.4%; further: actives read high; inactives centre near 0; some compounds called inactive have numbers as strong as hits
# MITF TRPM1 HTS: activators of MITF-driven TRPM1 promoter reporter, primary screen, cell-based, SK-MEL-5, luciferase, single point; 0.75% of 300,000 active; activation, % at 12.5 µM; SK-MEL-5 TRPM1-promoter luciferase, 24 h; % of positive control, neutral wells = 0;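 active means mean activation of at least 80% with every replicate also reaching 80%; inconclusive means mean reaches 80% but some replicate falls short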;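 further: 0% = neutral control wells and 100% = parthenolide positive control wells; values of inactives mirror those of a sister screen read the other way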
# Rtt109 Vps75: inhibitors of C. albicans Rtt109/Vps75 HAT, primary screen, biochemical, ThioGlo CoA-SH fluorescence, plate reader; Histone acetyltransferase RTT109 (Candida albicans (strain SC5314 / ATCC MYA-2876)), …; purified Rtt109/Vps75, 4 h; inhibition, % at 34.9 µM; 0.16% of 330,000 active;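 active means inhibition of at least 50% in every replicate; inconclusive means best replicate reaches 50% inhibition but some replicates fall short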
# Target sequence (Q5AAJ8 whole entry, looked up): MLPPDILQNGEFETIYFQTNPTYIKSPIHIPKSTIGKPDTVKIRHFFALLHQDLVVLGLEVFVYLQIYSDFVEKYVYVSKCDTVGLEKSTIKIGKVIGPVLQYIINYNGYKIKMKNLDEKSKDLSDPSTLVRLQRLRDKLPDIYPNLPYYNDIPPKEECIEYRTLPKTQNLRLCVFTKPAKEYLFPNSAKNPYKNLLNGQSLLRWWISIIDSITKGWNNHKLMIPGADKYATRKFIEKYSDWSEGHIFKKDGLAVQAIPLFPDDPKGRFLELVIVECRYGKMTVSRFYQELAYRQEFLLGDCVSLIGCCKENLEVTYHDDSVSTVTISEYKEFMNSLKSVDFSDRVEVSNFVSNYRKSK
# CDK5 p35 inh: inhibitors of human CDK5/p35 kinase, primary screen, biochemical, single concentration; Recombinant CDK5/p35, ADP-Glo luminescence, 60 min; 0.01% of 330,000 active; Cyclin-dependent kinase 5 (Homo sapiens) + Cyclin-dependent kinase 5 activator 1 (Homo …; inhibition, % at 10 µM;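 active means highest replicate inhibition of at least 50% and at least 75% of replicates reaching 50%; inconclusive means only one of the two criteria met; inactive means both criteria failed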;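 further: plate controls were DMSO neutral control for no effect and GW8510 at 10 µM for full effect; many of its hits are not listed in these tables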
# Target sequence (Q00535 whole entry, looked up): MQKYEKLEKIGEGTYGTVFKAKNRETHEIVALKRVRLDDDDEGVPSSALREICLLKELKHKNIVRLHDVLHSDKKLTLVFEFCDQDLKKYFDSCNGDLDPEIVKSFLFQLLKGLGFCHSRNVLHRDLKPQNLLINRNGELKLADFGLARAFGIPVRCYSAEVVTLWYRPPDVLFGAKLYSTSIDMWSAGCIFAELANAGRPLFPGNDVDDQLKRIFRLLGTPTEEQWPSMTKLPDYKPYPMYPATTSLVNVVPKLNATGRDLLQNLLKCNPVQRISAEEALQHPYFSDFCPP
# Target sequence (Q15078 whole entry, looked up): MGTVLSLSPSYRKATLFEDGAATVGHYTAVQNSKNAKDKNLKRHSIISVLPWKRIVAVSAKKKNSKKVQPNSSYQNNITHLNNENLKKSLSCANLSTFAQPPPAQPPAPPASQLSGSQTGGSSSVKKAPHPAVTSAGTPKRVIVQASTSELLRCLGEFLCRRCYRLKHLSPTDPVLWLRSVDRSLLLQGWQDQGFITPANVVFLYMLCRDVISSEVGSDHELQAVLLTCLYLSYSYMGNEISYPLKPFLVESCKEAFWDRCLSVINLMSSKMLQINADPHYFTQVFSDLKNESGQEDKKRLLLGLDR
# CAL PDZ FP-1: untagged CAL PDZ binding inhibitors, primary screen, biochemical, fluorescence polarization, HTS | Golgi-associated PDZ and coiled-coil motif-containing protein (Homo sapiens), Q9HD26 | purified CAL PDZ, TMR-peptide fluorescence polarization, 1 h | inhibition, % at 24.9 µM | 0.92% of 300,000 active | AID 602252, 2012;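 active means mean inhibition of at least 30% with at least half of replicates also reaching 30%; inconclusive means no clear call, values can overlap the other calls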;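 further: 0% = DMSO neutral control and 100% = excess unlabeled competitor peptide PRC23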
# dFosB act: activators of delta FosB homodimer, primary screen, biochemical, fluorescence polarization, TAMRA-CDK5 oligo, single point; Protein FosB (Mus musculus), P13346; purified delta FosB; percent of positive-control signal above neutral wells; 0.99% of 340,000 active; AID 493131, 2011; activation, % at 25 µM;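 active means mean activation above about 17%, with every replicate also reaching it, limit read from the data, passing the limit was not always enough; inconclusive means only one of the two conditions met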;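 further: fluorescence polarization rise as delta FosB binds a TAMRA Cdk5 AP-1 oligo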
# Wnt act: Wnt/beta-catenin pathway activators, primary screen, cell-based, plate reader, single point; Wnt/beta-catenin reporter cell assay, activator; activation, % at 9.35 µM; 1.2% of 300,000 active; AID 743398, 2014; in the data active means activation above about 30%, passing the limit was not always enough; inconclusive means no clear call, values can overlap the other calls;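 further: 0% = neutral control wells and 100% = positive control wells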
# RTF Ca sens act: cardiac RTF calcium sensitivity activators, primary screen, biochemical, IANBD-TnC fluorescence, EC20 calcium. Troponin I, cardiac muscle (Homo sapiens) + Troponin T, cardiac muscle (Homo sapiens) + …. IANBD-labeled TnC RTF fluorescence at EC20 calcium; 0% EC20 calcium, 100% full calcium. activation, % at 7.2 µM. 0.24% of 340,000 active;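 active means activation above the mean over all tested compounds plus 3 SD, cut at about 30% in these data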;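 further: rise in fluorescence read as greater calcium sensitivity of cardiac thin filaments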
# CAL PDZ FP-2: CAL PDZ peptide-binding inhibitors, primary screen, biochemical, fluorescence polarization, Cer-tagged CAL PDZ, HTS; Golgi-associated PDZ and coiled-coil motif-containing protein (Homo sapiens), Q9HD26; purified CAL PDZ, TMR-peptide fluorescence polarization, 1 h; inhibition, % at 20 µM; 0.02% of 330,000 active; AID 504414, 2011;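 active means highest replicate inhibition of at least 40%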;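 further: plate controls were DMSO neutral control wells for no effect and unlabeled competitor peptide control wells for full effect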
#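 Test system: purified CerCALP PDZ construct; Compound dosing: one concentration, 20 µM compound; Also added: TMR-labelled reporter peptide T*-PRC34 bound in PDZ groove; Read-out: inhibition from polarization loss; Controls: unlabelled peptide and DMSO controls; Signal: FP readout, S and P plane fluorescence; Incubation: 1 h at RT.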
# Tat export inh: E. coli Tat export inhibitors, primary screen, MC4100, TorA-mCherry reporter, fluorescence, single point; inhibition, % at 10 µM; AID 488895, 2010; 0.036% of 340,000 active;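 active means mean replicate inhibition at least 50% and at least half of replicates individually reaching 50%; inconclusive means only one of the two criteria met; inactive means neither criterion met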;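 further: exported cargo escapes ClpAP degradation while cytoplasmic cargo is degraded and loses fluorescence; 0% = median of neutral control wells and 100% = median of NaSCN control wells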
# * marks the source's active call; other numbers are inactive results; ? = inconclusive; . = not tested or not shown; & = joins results of further samples. Hits appear at their usual frequency; overall some 4.1% were active at least once.
# Below each SMILES – CAL PDZ FP-1	RTF Ca sens act	Tat export inh	dFosB act	Rtt109 Vps75	CDK5 p35 inh	MITF TRPM1 HTS	V-ATPase pH	Wnt act	CAL PDZ FP-2
> COC(=O)c1ccccc1N=Nc1c(C)n[nH]c1C
    -1.4	-3.9	3.8	-10.5	4.8	4.4	.	-2.3	-0.3	-0.5
> Cc1ccc2c(c1)c1c3n2CC(=C2C(=O)OC(C)(C)OC2=O)NC3CCC1 (stereo unspecified)
    4.7	6.1	-7.3	-15.7	5.7	-0.1	-15.8	0.0	-8.9	-0.7
> Cc1ccn2c(CNCC3COCCO3)c(C(=O)N3CCCCCC3)nc2c1 (stereo unspecified)
    0.6	-2.3	3.6	-1.5	-2.0	-0.8	1.0	-1.4	0.8	1.3
> CC(=O)Oc1c(C)c(C)c2c(c1C)CC[C@@](C)(CCC[C@H](C)CCC[C@H](C)CCCC(C)C)O2
    -1.1	2.3	0.1	4.9	-5.7	0.3	19.3	0.7	-5.8	-0.1
> O=C(CN1CCOCC1)Nc1ccc(Oc2ccc(NC(=O)CN3CCOCC3)cc2)cc1
    .	-0.1	1.0	1.6	-9.1	-1.6	4.8	9.8	.	-1.6
> CCCCn1c(N)c(N(CCC(C)C)C(=O)COC(=O)c2cccnc2SC)c(=O)[nH]c1=O
    -1.5	-21.4	-4.9	2.2	-7.9	-1.9	1.5	-0.5	2.7	-3.2
> O=C(Cn1nnc2ccccc2c1=O)Nc1cc(C(F)(F)F)ccc1N1CCOCC1
    -7.8	-0.6	-2.5	-6.9	-2.9	0.0	-2.0	-0.1	.	-0.8
> CCCCS(=O)(=O)C(=C1Nc2ccccc2N1)S(=O)(=O)CCCC
    -3.1	1.5	-4.8	-3.3	-5.1	-0.6	9.0	2.1	.	0.4
> O=C(NC(=S)NC1CCCCC1)c1ccc(F)cc1
    44.0*	-1.9	7.8	-8.5	3.1	0.3	58.6	2.6	21.4	-1.0
> CCN(CC)S(=O)(=O)c1ccc(/C=C/C(=O)OCC(=O)c2c(N)n(C)c(=O)n(C)c2=O)cc1
    3.4	0.1	0.7	-13.2	-20.0	-1.2	0.3	-2.5	-2.1	-2.2
> Cc1ccc(OCCNC(=O)c2ccc3ccccc3n2)cc1
    -5.1	2.5	6.7	-5.8	-1.4	0.9	-5.3	-1.1	-2.5	-3.0
> Cc1c(C(=O)Nc2c3c(nn2C(C)(C)C)CS(=O)(=O)C3)cccc1[N+](=O)[O-]
    .	-2.9	-3.7	5.6	-5.1	0.7	-1.6	-0.2	-0.5	-0.3
> CN(C)S(=O)(=O)c1ccc(N2CCCC2)c(C(=O)N2CCN(S(=O)(=O)c3cccc(F)c3)CC2)c1
    -3.5	-7.6	0.9	-9.6	6.8	-0.3	4.2	2.9	-4.3	-3.1
> COc1ccc(NC(=O)OCCN2CCN(Cc3ccccc3)CCC2=O)cc1
    -1.6	-3.7	0.5	-9.1	9.7	-0.6	23.7	6.1	9.7	-1.7
> CCCCNC(=O)N(O)C1N(/N=C/c2ccco2)C(=S)SC1(C)C (stereo unspecified)
    2.5	1.5	4.2	-8.1	6.3	-1.8	7.7	-1.1	5.2	1.0
> CCOC(=O)C1(CC2CCCCO2)CCN(Cc2c(C)cc(C)cc2-n2cccn2)CC1 (stereo unspecified)
    -3.8	3.9	-5.7	-4.2	2.3	-1.1	10.3	-4.9	-0.6	-3.3
> Cc1ccc(S(=O)(=O)NC(=O)c2cc(C)n(CCCN3CCOCC3)c2C)cc1
    -8.6	-3.1	-2.7	2.2	8.1	-1.0	8.8	-5.3	-5.9	-0.7
> O=C(Nc1cc(C(F)(F)F)ccc1Cl)C(Sc1cccc[n+]1[O-])c1ccccc1 (stereo unspecified)
    -5.6	-4.8	14.4	-11.4	-2.2	3.3	-2.0	0.8	.	-0.4
> O=C(c1ccc(N2CCNCC2)cc1)c1cccnc1
    -4.2	-6.9	0.9	-8.5	-7.4	0.4	-10.2	-1.1	-1.8	0.4
> Cc1cc(C(=O)C[N+]2(C)CCOCC2)c(C)n1-c1ccc(Br)cc1
    -1.6	0.8	1.5	0.4	6.8	-1.0	1.2	5.8	.	-3.0
> COc1ccc(NC(=O)CSc2n[nH]c(C)c2[N+](=O)[O-])cc1
    -2.1	0.2	-3.8	-3.8	-16.1	-4.5	0.7	-4.5	5.2	0.6
> CC1CC(C)(C)NC(=S)N1CCC(=O)N1CCc2ccccc21 (stereo unspecified)
    3.3	-4.1	0.4	-14.7	-0.5	-4.0	2.4	-2.8	-0.2	-1.0
> Cc1ccc(C2(CC(=O)Nc3nccs3)CCOC(C(C)C)C2)cc1 (stereo unspecified)
    -1.3	3.2	-2.8	-4.4	-9.1	0.1	8.4	-0.8	0.2	0.3
> COc1ccc(Cc2nc3ccccc3n2CC(=O)N/N=C/c2ccc(C)cc2O)cc1OC
    -2.9	-17.2	-3.4	?	5.3	1.4	-6.6	4.7	-6.4	-1.1
> CCNc1cc2c(cc1O)CCC1C2CCC2(C)C(O)CCC12 (stereo unspecified)
    -0.7	-6.0	0.3	-6.6	1.3	2.9	.	5.4	-4.3	0.1
> CC(Oc1ccc(Cl)cc1Cl)C(=O)NCCCN(C)C (stereo unspecified)
    -4.4	0.9	1.4	-2.9	-5.0	-1.6	-6.9	-5.0	1.0	-2.6
> CCN(CC)C(=O)CN1CCN(Cc2ccc3c(c2)OCO3)CC1
    1.6	9.9	8.9	-10.1	-18.0	-0.2	5.1	0.9	-2.9	0.4
> O=C(C1=C[C@H](c2ccc(Br)cc2)C[C@H](OCCCCO)O1)N1CCOCC1
    -3.0	9.0	1.7	0.4	-2.7	1.8	2.1	-1.9	2.6	-0.8
> NC(=O)N1CCC2(CC1)NC(=O)N(c1ccccc1)N2
    1.7	2.2	-3.5	-8.5	3.9	-0.2	-1.8	1.6	1.6	0.4
> O=C(Cn1nnc(-c2ccc(F)cc2)n1)Nc1ccc2c(c1)OCCO2
    3.9	0.7	-3.0	35.9*	.	-0.8	-0.7	0.2	-13.6	-0.2
> Cc1sc2nc(SCC(=O)O)[nH]c(=O)c2c1C
    .	1.6	1.7	2.7	-5.2	-5.0	-6.2	-0.9	0.5	-0.4
> COC(=O)Cc1ccc(NC(=S)NCc2ccc(F)cc2)cc1
    -0.6	-1.1	5.8	-2.9	0.4	-1.7	2.5	-0.8	-0.3	-2.0
> Cc1c(C(=O)N2CCC(C)CC2)sc2ncn(CC(=O)N3CCC(C)CC3)c(=O)c12
    -3.2	0.1	0.4	4.0	7.3	2.1	-1.4	-0.4	-0.3	-1.1
> CCOC(=O)C1=C(C)NC(SCC(N)=O)=C(C#N)C1c1ccncc1 (stereo unspecified)
    -12.1&0.0	-0.3&6.8	1.6&-3.8	-10.7&1.8	3.1&-1.6	0.9&0.3	-5.0&6.1	4.0&-2.6	-0.5	-3.4&0.5
> CC1(C)CC(CC(=O)O)(c2ccc(F)cc2)CCO1 (stereo unspecified)
    .	-6.3	-4.7	0.2	-3.9	-0.5	11.0	2.6	-2.4	0.7
> C=C(C)Cn1cnc2c(oc3nc4c(cc32)CCCC4)c1=O
    -5.6	8.5	-10.5	-6.5	1.2	1.4	66.5	-1.1	-0.4	-1.3
> Cc1ccccc1C(=O)NNC(=O)c1cccc(Br)c1
    -5.5	3.6	-8.5	9.9	-4.9	-0.6	.	0.0	-0.1	-1.1
> CCOC(=O)c1c(C)cc(=O)oc1C
    -0.7	-0.1	5.4	-0.5	5.6	2.2	0.8	-1.5	-3.1	-0.9
> Cn1c(=O)c(=O)n(C)c2cc([N+](=O)[O-])c(N3CCOCC3)cc21
    -0.3	-5.3	5.0	5.2	-0.1	0.3	.	2.6	0.7	-0.4
> COc1ccc(-c2csc(N(C)C(=O)c3cccs3)n2)cc1
    0.4	4.8	1.0	-6.0	-7.6	0.7	96.6*	2.5	38.1*	-0.6
> O=C(NCc1ccc(Cl)cc1)C1CCN(S(=O)(=O)c2ccccc2)CC1
    -4.2	6.2	-2.4	-8.3	-0.1	-0.7	-4.5	-2.8	-2.2	-0.6
> O=C(Cn1c(=O)oc2ccccc21)Nc1ccc(Cl)cc1
    4.2	-2.5	7.1	2.0	-5.3	-0.3	8.2	1.9	-0.4	-0.7
> Cc1cc(Br)cn2ccnc12
    .	1.5	-13.1	9.7	-14.1	-0.7	1.5	1.1	.	-0.9
> CN1C=CC=C/C1=C(\C#N)c1nc2ccccc2[nH]1
    0.3	3.5	1.9	2.4	-2.9	2.5	8.8	1.0	.	-1.7
> Cc1ccc2nc(SCC(=O)Nc3oc(C)c4c(C)n[nH]c(=O)c34)[nH]c2c1
    -4.2	-6.1	3.3	-4.0	-7.5	0.0	-6.7	-1.7	-3.0	-0.6
> COc1ccc(S(=O)(=O)N2CCOC23CCN(S(C)(=O)=O)CC3)cc1
    0.5	5.5	-0.8	-2.9	-0.9	1.6	7.5	-1.7	-1.4	-2.3
> CC1CCN(C(=O)COC(=O)c2c[nH]c3ccccc23)CC1
    7.0	-2.0	12.1	1.8	-6.0	0.5	63.0	-3.9	8.0	-0.8
> CCN(C[C@H]1N[C@@](C)(C(=O)OC)[C@H]2C(=O)N(C)C(=O)[C@@H]12)C(=O)Nc1ccc(F)cc1
    -6.0	3.3	-0.5	1.4	-10.4	-3.2	6.4	-1.8	-1.3	-0.1
> CC(C)C1N(C(N)=S)N=CC1(C)C (stereo unspecified)
    .	-0.9	-2.6	1.6	-4.8	1.7	.	-1.1	-0.1	-0.6
> O=C(CSc1nc2c(sc3ccccc32)c(=O)n1CCc1ccccc1)NCc1ccco1
    -2.4	-7.0	0.1	1.0	-9.3	-0.5	.	-1.9	.	-0.5
> COc1ccc(-n2cccc2C=O)cc1
    -3.5	1.9	0.6	-1.0	0.7	-0.8	-4.0	-1.0	.	-0.6
> COc1ccc(S(=O)(=O)N(C)c2ccc(C(=O)N3CCC(C(N)=O)CC3)cc2)cc1
    0.9	-3.3	-7.5	0.2	3.1	-1.6	-0.8	2.5	.	-0.3
